PLCb3 inh: inhibitors of human phospholipase C beta3; 370,000 compounds, 0.18% hits; AID 720704; Q01970; Purified PLC-beta3, fluorogenic substrate, fluorescence; inhibition, % at 12.2 µM; in the data active means inhibition above about 11%;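 further: 0% = median of compound wells on plate and 100% = full blocker control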
hgDAF12 agonist: agonists of H. glycines DAF-12 nuclear receptor | activation, % at 6.8 µM | 370,000 compounds, 1.8% hits | HEK293 GAL4-hgDAF12 UAS-luciferase reporter, agonist luminescence; normalized to butyrate control;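 active means activation above a cutoff set at the mean of all screened compounds plus 3 SD, cut at about 10% in these data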;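 further: 0% = DMSO wells and 100% = sodium butyrate wells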
ssDAF-12 act: S. stercoralis DAF-12 activation, primary screen. HEK293 ssDAF-12/GRIP1 lit1-tk-luc reporter, luminescence; % of 3 µM dafachronic acid response. activation, % at 6.8 µM. 370,000 compounds, 1% hits. AID 652126;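 active means activation above the mean over all tested compounds plus 3 SD, cut at about 0.9% in these data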;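 further: 0% = DMSO-only wells and 100% = 3 µM delta7-dafachronic acid wells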
hcDAF12 agonist: activates DAF-12 receptor from parasite H. contortus; activation, % at 6.8 µM; HEK293 hcDAF-12 lit1-tk-luc reporter, luminescence; 0% DMSO, 100% Δ7-dafachronic acid; 370,000 compounds, 1.4% hits; AID 652067;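 active means activation above the mean of all tested compounds plus 3 SD, cut at about 5.5% in these data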;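 further: 100% = response to 3 µM Δ7-dafachronic acid high control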
ADAM17 inh: inhibits human ADAM17; 370,000 compounds, 0.83% hits; recombinant ADAM17, EDANS/DABCYL FRET peptide cleavage; inhibition, % at 6.95 µM; P78536;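 active means inhibition above the mean of compounds lying between control limits plus 3 SD, set per campaign, cut at about 8.5% in these data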;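 further: 0% = DMSO-only wells as the low control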
DAX1 inh-1: inhibitors of DAX1 repression of SF-1 activated StAR promoter; 370,000 compounds, 1.1% hits; inhibition, % at 6.8 µM; AID 652010; HEK293T StAR-luciferase reporter, SF-1/DAX-1 repression relief;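 active means inhibition above the mean over all tested compounds plus 3 SD, cut at about 3.6% in these data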;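 further: 0% = DAX-1 cells with DMSO and 100% = cells lacking DAX-1 with DMSO; higher inhibition means more luminescence from relief of DAX-1 repression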
FXN GAA850 act: frataxin GAA850 promoter activation. 360,000 compounds, 0.56% hits. HEK293 lucGAA850 FXN promoter luciferase reporter, 24 h; percent of 10 µM SAHA response. activation, % at 6 µM. AID 540364;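 active means activation above the average of all compounds screened plus 3 SD, cutoff fixed separately per campaign, cut at about 7.5% in these data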;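 further: 0% = DMSO wells and 100% = 10 µM SAHA wells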
PLC-gamma1 inh: blocks human PLC-gamma1 enzyme activity; AID 720700; 370,000 compounds, 0.84% hits; inhibition, % at 12.2 µM; purified PLC-gamma1, fluorogenic substrate, fluorescence; in the data active means inhibition above about 9.5%
Target sequence (P19174 whole entry, looked up): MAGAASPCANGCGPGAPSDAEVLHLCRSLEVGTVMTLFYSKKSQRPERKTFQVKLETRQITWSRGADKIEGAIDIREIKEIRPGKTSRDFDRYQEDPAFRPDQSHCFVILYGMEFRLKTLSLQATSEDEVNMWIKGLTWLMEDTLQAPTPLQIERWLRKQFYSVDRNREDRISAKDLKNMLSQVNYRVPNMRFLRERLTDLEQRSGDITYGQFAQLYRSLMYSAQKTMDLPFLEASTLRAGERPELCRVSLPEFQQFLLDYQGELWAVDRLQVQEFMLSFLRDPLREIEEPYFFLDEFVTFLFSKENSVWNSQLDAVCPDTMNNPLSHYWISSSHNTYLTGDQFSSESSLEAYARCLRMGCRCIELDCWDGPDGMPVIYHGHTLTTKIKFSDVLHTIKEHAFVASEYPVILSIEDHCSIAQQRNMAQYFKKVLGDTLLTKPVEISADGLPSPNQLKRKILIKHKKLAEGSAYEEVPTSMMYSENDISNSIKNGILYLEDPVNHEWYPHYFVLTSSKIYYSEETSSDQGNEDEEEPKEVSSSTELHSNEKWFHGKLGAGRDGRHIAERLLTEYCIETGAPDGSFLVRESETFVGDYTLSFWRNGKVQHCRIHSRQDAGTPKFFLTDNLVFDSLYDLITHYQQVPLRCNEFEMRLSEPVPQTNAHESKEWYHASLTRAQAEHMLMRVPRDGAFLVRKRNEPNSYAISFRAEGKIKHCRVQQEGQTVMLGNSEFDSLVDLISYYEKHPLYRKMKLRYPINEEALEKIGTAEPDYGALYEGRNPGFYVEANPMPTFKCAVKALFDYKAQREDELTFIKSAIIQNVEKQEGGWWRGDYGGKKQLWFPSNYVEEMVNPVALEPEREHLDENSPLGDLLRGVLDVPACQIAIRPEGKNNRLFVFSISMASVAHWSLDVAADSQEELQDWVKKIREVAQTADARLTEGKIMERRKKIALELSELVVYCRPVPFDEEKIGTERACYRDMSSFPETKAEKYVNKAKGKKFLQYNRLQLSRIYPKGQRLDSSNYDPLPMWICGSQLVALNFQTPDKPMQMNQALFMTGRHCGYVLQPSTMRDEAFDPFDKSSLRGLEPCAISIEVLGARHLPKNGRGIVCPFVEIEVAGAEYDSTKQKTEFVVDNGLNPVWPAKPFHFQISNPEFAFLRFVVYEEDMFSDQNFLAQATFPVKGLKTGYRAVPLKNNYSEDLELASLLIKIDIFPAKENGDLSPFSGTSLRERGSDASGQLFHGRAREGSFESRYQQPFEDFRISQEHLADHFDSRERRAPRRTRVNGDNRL
ADAM10 inh: inhibitors of human ADAM10 | O14672 | recombinant ADAM10, EDANS/DABCYL FRET peptide cleavage, 3 h | inhibition, % at 7 µM | 370,000 compounds, 0.62% hits | AID 720582;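 active means inhibition above a per-campaign cutoff equal to the mean of compounds falling between control-based bounds plus 3 SD, cut at about 20% in these data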;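 further: 0% = DMSO wells while the 100% control is not disclosed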
HGIII-sPLA2 inh: Inhibits HGIII-sPLA2 liposome hydrolysis, primary screen. Q9NZ20. QFRET BODIPY PC-A2 liposome hydrolysis, fluorescence. inhibition, % at 12.2 µM. 370,000 compounds, 0.56% hits. AID 743126;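 active means inhibition above mean plus 3 SD of compounds lying within the high and low control bounds, cut at about 19% in these data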;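 further: 0% = median of test compound wells and 100% = no enzyme DMSO wells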
DAX1 inh-2: NR0B1 (DAX1) inhibition; HEK293 Gal4-DAX1 luciferase reporter, luminescence; inhibition, % at 6.75 µM; 340,000 compounds, 0.99% hits; AID 504766;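 active means inhibition above the mean over all tested compounds plus 3 SD, cut at about 4.2% in these data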;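 further: 0% = DAX1-transfected cells with DMSO and 100% = empty-vector control cells with DMSO; inhibition shows as a rise in luminescence from relieved DAX1 repression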
Starred values were filed as active, the others as inactive; i = inactive; nt = no result given.

SMILES | PLCb3 inh | hgDAF12 agonist | ssDAF-12 act | hcDAF12 agonist | ADAM17 inh | DAX1 inh-1 | FXN GAA850 act | PLC-gamma1 inh | ADAM10 inh | HGIII-sPLA2 inh | DAX1 inh-2
CN1CCN(C(=O)c2ccc(-c3ccc(Br)cc3)o2)CC1 | -16.4 | 6.0 | -0.8 | 1.7 | -4.2 | 4.6* | 4.5 | 0.1 | -2.4 | 10.3 | 2.5
COc1ccc(CNCc2cc3c(cc2[N+](=O)[O-])OCO3)cc1 | -27.3 | 2.6 | 0.7 | 9.4* | 1.5 | 1.0 | 1.7 | -13.3 | -4.1 | -1.1 | 0.2
COC(=O)c1ccc(Oc2coc3cc(OCc4ccc([N+](=O)[O-])cc4)ccc3c2=O)cc1 | -18.5 | 0.3 | -0.1 | -0.4 | -2.4 | -0.2 | 4.4 | -13.3 | -8.1 | -6.1 | -0.8
Cc1ccc(C(=O)NCC(C)(C)N2CCOCC2)s1 | 2.3 | -0.3 | -1.3 | -1.2 | 0.0 | -0.3 | 0.4 | 4.6 | -1.9 | 8.2 | 1.5
CCOC(=O)c1cc(-c2ccc(F)cc2)n(CC(=O)N2CCCC2)c1C | -0.1 | -0.3 | -0.9 | -1.7 | -1.4 | -1.2 | 0.9 | 1.4 | -5.2 | 0.2 | -0.6
c1ccc2oc(NC3=NCN(CC4CCCO4)CN3)nc2c1 (stereo not given) | 0.3 | 6.3 | -0.6 | 1.7 | -8.7 | 1.3 | 3.0 | -0.1 | -1.6 | 0.3 | 0.1
COc1cc(OC)cc(-c2c(-c3ccc(C(C)=O)cc3)c3cc(-c4cccc5[nH]ccc45)ccc3n2C)c1 | -275.4 | -2.5 | -1.8 | -3.3 | -1.7 | 0.5 | -2.4 | -166.7 | -39.5 | 11.2 | -0.1
Cc1ccc(C)c(N2CCN(C(=O)c3ccc(Cn4c(=S)[nH]c5ccc(N6CCOCC6)cc5c4=O)cc3)CC2)c1 | i | 2.8 | -0.9 | 2.8 | -20.7 | 0.8 | 2.0 | -335.6 | -45.4 | -2.5 | 1.5
Cc1ccc(C(=O)NCC(=O)N/N=C/c2sccc2C)cc1[N+](=O)[O-] | -4.1 | -3.9 | -2.1 | -0.6 | -0.7 | -0.6 | -1.2 | -0.8 | -2.5 | 1.9 | 0.6
CCC(C(=O)OC)n1cnc2c(nnn2-c2ccc(OC)cc2)c1=O (stereo not given) | 0.6 | 0.5 | -1.7 | -1.6 | -1.2 | -0.7 | -0.6 | 1.2 | 0.3 | -7.3 | 0.4
CC(=O)Nc1ccc(NC(=O)C(F)(F)F)cc1 | 2.4 | 1.3 | -1.7 | 0.1 | -2.9 | -0.3 | -3.3 | -1.9 | -0.3 | 5.8 | 0.5
S=C1NC2(CCCCC2)Nc2ccccc21 | -381.5 | 1.2 | 0.3 | 2.4 | -235.3 | -0.4 | -0.3 | -280.8 | i | 10.3 | -0.6
Cc1ccc(S(=O)(=O)c2nc(-c3ccco3)oc2NCC2CCCO2)cc1 (stereo not given) | -9.4 | 0.4 | -1.8 | -0.3 | -0.4 | -0.3 | 2.9 | -7.2 | -22.9 | 0.3 | 1.3
Cn1c2cc(S(C)=O)sc2c2cnn(Cc3cccc(N)c3)c(=O)c21 (stereo not given) | 6.4 | -0.7 | -0.3 | -1.8 | -2.2 | nt | nt | 1.5 | -4.0 | -4.0 | nt
O=C(NCC(=O)N1CCN(C(=O)c2ccco2)CC1)c1ccc(Cl)cc1 | 1.9 | -0.7 | -1.4 | -2.5 | -3.5 | -2.4 | -1.8 | 1.9 | -0.4 | 0.8 | -1.2
CCOC(=O)C1C(=O)C=C(/C=C/c2ccccc2)CC1c1ccc(Cl)cc1 (stereo not given) | -12.3 | 2.2 | -1.1 | -1.8 | 3.2 | -0.2 | 1.2 | -4.5 | 0.6 | -1.0 | -0.2
CCN(CC)c1ccc(/C=N/NC(=O)Cc2nnc(NC(=O)Nc3ccccc3)s2)cc1 | -79.3 | 1.0 | -1.3 | -2.0 | -20.3 | -1.7 | -0.1 | -55.1 | -46.2 | -47.7 | -1.9
CC(C)(C)c1ccc(C2(C)NC(=O)NC2=O)cc1 (stereo not given) | -4.3 | 0.6 | -0.8 | 8.7* | 0.1 | -0.4 | -0.9 | -0.7 | -1.4 | -1.4 | 2.1
COC(=O)[C@@]12CCCN1[C@H](c1ccc(-c3ccccc3)cc1)[C@@H]1C(=O)N(C)C(=O)[C@@H]12 | -4.5 | -2.6 | -1.5 | -2.1 | 0.8 | 0.0 | -0.1 | -5.0 | 6.9 | -13.4 | -0.9
CCCn1c(SCC(=O)N(C)CC(=O)Nc2ccc(C)cc2)n[nH]c1=O | -7.0 | -3.1 | -0.6 | 1.4 | 1.2 | -0.3 | 0.0 | -2.2 | -5.1 | 4.4 | 0.4
CSc1ccc(CN(C)C(=O)c2cc(=O)c3ccccc3o2)cc1 | -4.5 | 2.0 | -0.8 | -1.8 | 0.4 | -0.2 | 1.9 | 1.9 | -2.7 | -3.3 | 0.0
O=C(CSc1nnc(-c2ccncc2)n1Cc1ccccc1)NC1CCCc2ccccc21 (stereo not given) | 0.2 | 0.3 | -0.7 | -3.5 | -3.0 | -0.3 | 1.6 | 3.1 | -0.9 | 3.3 | -0.7
CCSc1nnc(-c2ccc(S(=O)(=O)N3CCOCC3)cc2)n1CC1CCCO1 (stereo not given) | -1.4 | 0.4 | -1.2 | 0.4 | -6.5 | -0.2 | -0.3 | -2.3 | -9.1 | 1.4 | 0.0
CCCN(C(=O)CSc1nc2ccccc2n1CC)C1CCS(=O)(=O)C1 (stereo not given) | -6.0 | -0.3 | -0.8 | 1.2 | -3.1 | 0.1 | 1.6 | -0.5 | -5.1 | 2.2 | 0.5
CCOc1ccc(OCCN(C)Cc2ccccc2)cc1 | 4.4 | 1.3 | -1.5 | -1.4 | -0.3 | 0.0 | 1.0 | 1.6 | 0.7 | 1.7 | 1.0
CCOC(=O)Nc1ccc(NC(=O)c2c(OC)cccc2OC)cc1 | -12.3 | -0.8 | -1.5 | -2.0 | 0.9 | 0.8 | -2.0 | 2.6 | 4.1 | -6.2 | 3.8
C[C@@H]1CCCCO[C@@H](CN(C)C(=O)c2ccncc2)[C@@H](C)CN([C@H](C)CO)C(=O)c2cc(NC(=O)Cc3ccccc3)ccc2O1 | 0.2 | 11.3* | -1.4 | 0.3 | 1.0 | -0.9 | -3.2 | -0.5 | 1.4 | -11.1 | 0.8
CCOC(=O)Cc1c(C)nc2c(-c3ccccc3)cnn2c1C | -80.8 | 8.6 | -0.9 | 1.3 | -3.6 | 0.5 | 4.6 | -57.9 | -3.4 | -5.1 | 1.4
COC(=O)C1C(=O)c2c([nH]c(C(=O)OCCSC)c2C)CC1C (stereo not given) | 4.9 | 9.9 | -1.3 | 3.4 | 1.4 | 5.6* | 2.9 | 2.5 | -1.9 | 1.9 | 5.6*
CC1CCN(C2=C(NS(=O)(=O)c3ccccc3)C(=O)c3ccccc3C2=O)CC1 | -8.8 | 4.1 | -1.1 | 1.6 | -0.9 | 0.4 | -0.1 | -0.8 | 1.0 | 3.4 | -1.9
CSc1ccccc1NC(=O)c1ccc(CN2CCOCC2)cc1 | -0.6 | 1.7 | 0.0 | 1.1 | -0.7 | 0.8 | 1.5 | 4.6 | 0.2 | 3.2 | nt
S=c1[nH]nc(COc2ccc(Cl)cc2)n1C1CCCCC1 | -5.7 | -2.0 | -1.4 | -0.4 | 11.5* | 0.2 | 3.4 | 0.1 | 5.7 | 10.8 | 0.8
CCCCn1nnnc1C(c1ccccc1)N1CCN(c2cccc(C)c2C)CC1 (stereo not given) | 5.4 | 1.8 | -0.6 | -0.7 | -0.8 | -0.1 | nt | 0.9 | -2.1 | 3.3 | nt
COc1ccc(C(=O)/C=C/Nc2cc(C)ccn2)cc1 | -61.7 | 13.6* | -0.4 | 10.2* | -14.1 | 2.1 | -2.6 | -40.6 | -41.7 | -11.9 | -3.2
CCOc1ccc(N2C(=O)CC(Sc3nc(CC(C)C)ccc3C#N)C2=O)cc1 (stereo not given) | -25.5 | 2.6 | -1.4 | -0.3 | 0.2 | -0.2 | -2.3 | -20.6 | -9.9 | -15.9 | 0.1
CCOc1ccc(CCNC(=O)COC(=O)c2ccc(OC)c(OC)c2OC)cc1OCC | -4.1 | 0.5 | -1.7 | -1.9 | -3.1 | -1.6 | -1.2 | -0.1 | -3.2 | 1.1 | 0.7
O=Cc1ccc(N2CCCC2)c(F)c1 | 0.5 | 1.5 | -1.0 | -1.5 | -0.5 | -0.6 | 2.5 | -0.2 | -3.8 | 4.8 | 0.6
CCOc1cc(CNCc2ccccn2)cc(Cl)c1OC | 0.5 | -0.2 | -1.3 | -0.8 | -2.0 | -0.2 | -0.5 | -0.8 | -6.8 | 6.3 | -0.4
COc1nc(-c2ccccc2)ccc1-c1noc(-c2ccccc2F)n1 | 0.6 | -0.4 | -0.9 | -0.2 | -6.1 | 1.2 | 2.7 | -1.7 | -8.1 | 6.8 | 0.0
CN(C)c1ccc(/C=C(/NC(=O)c2ccccc2)C(=O)N2CCCC2)cc1 | -141.0 | 1.7 | -1.6 | -0.6 | -2.5 | -0.3 | 0.0 | -127.2 | -9.1 | 15.1 | 0.0
CC1CCN(Cc2ccc(-c3nnn(CC(=O)Nc4ccccc4Cl)n3)cc2)CC1 | -0.1 | 1.7 | -1.8 | -2.9 | 3.7 | -0.5 | 1.5 | -0.1 | -1.5 | -32.3 | -0.8
COc1ccc(OC)c(Cc2nnc(CCC(=O)N3CCCCCC3)o2)c1 | 2.8 | 2.4 | 0.3 | 0.7 | -4.1 | 0.6 | 3.5 | 3.0 | -5.2 | -0.4 | 1.0
NC(=S)COc1ccccc1 | -6.5 | 0.4 | -1.8 | -2.8 | 3.7 | 0.1 | -0.7 | 0.6 | 0.6 | 2.9 | 2.6
COc1ccc(N(C)S(=O)(=O)c2cccc(C(=O)NC3CCCC(C)C3C)c2)cc1 (stereo not given) | 3.1 | 4.0 | -1.3 | -0.8 | 2.3 | 0.0 | -1.8 | 5.8 | 15.1 | 1.4 | -0.2
CCN(CC(=O)Nc1cccc(Br)c1)Cc1nc2ccccc2c(=O)[nH]1 | 1.7 | -2.7 | -1.1 | 0.0 | -0.8 | -0.1 | -0.4 | -5.4 | 5.2 | -7.0 | 0.2

Profiles, quoted from the list. Values in the order: PLCb3 inh	hgDAF12 agonist	ssDAF-12 act	hcDAF12 agonist	ADAM17 inh	DAX1 inh-1	FXN GAA850 act	PLC-gamma1 inh	ADAM10 inh	HGIII-sPLA2 inh	DAX1 inh-2
NC(=S)COc1ccccc1 is listed as -6.5	0.4	-1.8	-2.8	3.7	0.1	-0.7	0.6	0.6	2.9	2.6
CCOc1ccc(CCNC(=O)COC(=O)c2ccc(OC)c(OC)c2OC)cc1OCC is listed as -4.1	0.5	-1.7	-1.9	-3.1	-1.6	-1.2	-0.1	-3.2	1.1	0.7

Compound activity: PubChem BioAssay, The Scripps Research Institute Molecular Screening Center
